# Screening results (PubChem BioAssay)
# ABCB6 inh MLPCN – inhibitors of human ABC transporter ABCB6. fluorescence ratio to DMSO, % at 10 µM. actives 0.19% (n = 360,000). K562-ABCB6 porphyrin accumulation, flow cytometry, 1 h; active compounds read low. Q9NP58;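 active = fluorescence ratio to DMSO below 75%, the collection mean minus 3 SD; inconclusive = too few cells collected in the well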;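 note: signal is porphyrin accumulated inside mitochondria; 100% equals median channel fluorescence of DMSO control wells; lower ratio means ABCB6 inhibition with less porphyrin fluorescence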
# N-glyco inh – N-linked glycosylation inhibition | AID 588692 | actives 0.23% (n = 360,000) | reporter increase, % at 12.5 µM | D54 ERlucT glycosylation luciferase reporter, 24 h; percent of 100 nM tunicamycin response;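 active = mean luciferase reporter signal, scaled so untreated is 0 and the glycosylation-blocking control 100, at or above a set limit in every replicate; inconclusive = mean reaches the limit but not every replicate does; inactive = mean below the limit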;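 note: luciferase carries N-glycosylation sites so blocking glycosylation raises the light; 0% = median of neutral control wells and 100% = median of 100 nM tunicamycin wells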
# MC4R antagonist – blocks human MC4R cAMP signaling. AID 540295. inhibition, % at 6.5 µM. actives 0.48% (n = 360,000). MC4R-expressing cells, MTII-stimulated cAMP, LANCE TR-FRET. P32245;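 active = inhibition above its plate's cutoff, the mean of tested wells on that plate plus 3 SD, cut at about 29% in these data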;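 note: 0% = Melanotan II alone and 100% = Melanotan II plus saturating MCL0020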
# Target sequence (P32245 whole entry, looked up): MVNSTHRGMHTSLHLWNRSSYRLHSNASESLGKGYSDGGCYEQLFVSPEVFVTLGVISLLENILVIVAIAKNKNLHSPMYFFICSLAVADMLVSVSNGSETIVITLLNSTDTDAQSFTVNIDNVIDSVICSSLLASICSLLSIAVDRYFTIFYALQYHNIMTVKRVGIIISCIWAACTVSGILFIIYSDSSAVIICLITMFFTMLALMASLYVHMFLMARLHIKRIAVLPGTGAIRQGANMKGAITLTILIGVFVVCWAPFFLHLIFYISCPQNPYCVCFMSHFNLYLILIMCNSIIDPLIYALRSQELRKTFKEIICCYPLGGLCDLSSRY
#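 material = U2OS cells stably expressing human melanocortin 4 receptor (MC4R) | also added = Melanotan II challenge | dosing = single nominal compound dose of 6.5 µM | detection = TR-FRET with Eu-cAMP and labeled anti-cAMP, 671 nm | replication = singlicate | timing = compound 30 min, challenge 1 h, detection 1 h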
# ABHD5 PLIN5 PPI – inhibitors of human ABHD5-perilipin-5 interaction; Q00G26+Q8WTS1; Split G. princeps luciferase complementation, luminescence, 4 h; inhibition, % at 4 µM; actives 0.78% (n = 360,000);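 active = inhibition above the mean inhibition across every tested compound plus 3 SD, cut at about 22% in these data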;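 note: 0% = DMSO only wells and the 100% control is not disclosed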
# Vif imaging – inhibitors of HIV Vif; HEK293T cells, Vif self-association by quenched fluorescence, imaging, 24 h; inhibition, % at 7.49 µM; actives 0.35% (n = 340,000); AID 602346; in the data active = inhibition above about 50%, passing the limit was not always enough; inconclusive = no clear call, values can overlap the other calls; inactive = below about 31%; note: some results filed as inactive read as strong as hits
# MC4R ag barr – agonists of human melanocortin 4 receptor (MC4R) beta-arrestin; actives 0.98% (n = 360,000); U2OS MC4R beta-arrestin complementation, luminescence; percent of melanotan II response, DMSO zero; activation, % at 8.9 µM;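 active = activation above a per-plate cutoff, the mean activation of sample wells on that plate plus 3 SD, cut at about 8% in these data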
# TLR9-MyD88 inh – blocks human TLR9 binding to MyD88; Q9NR96+Q99836; CHO BLA complementation TLR9-MyD88, CCF4 FRET ratio; inhibition, % at 4.98 µM; actives 0.21% (n = 340,000); AID 504734;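 active = inhibition above the mean over all tested compounds plus 3 SD, cut at about 21% in these data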;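 note: 0% = DMSO only wells and 100% = clavulanate BLA inhibitor control wells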
# aDG glyco act – increases alpha dystroglycan glycosylation; Pro5-aDG cells, alpha-DG glycosylation AlphaScreen (IIH6); 0% Pro5, 100% B10-LARGE cell signal; actives 0.22% (n = 360,000); AID 624168; activation, % at 10 µM;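 active = activation of at least 8% versus controls, or a plate z-score of at least 8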;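 note: Pro5 are CHO cells carrying HIG-tagged alpha-DG that lacks glycosylation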
# NOD2 RIPK2 PPI – NOD2-RIPK2 protein interaction inhibition | O43353 | CHO BLA complementation NOD2-RIPK2, CCF4 ratio | inhibition, % at 4.98 µM | actives 0.38% (n = 360,000); in the data active = inhibition above about 21%;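 note: 0% = vehicle only and 100% = reference blocker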
# Target sequence (O43353 whole entry, looked up): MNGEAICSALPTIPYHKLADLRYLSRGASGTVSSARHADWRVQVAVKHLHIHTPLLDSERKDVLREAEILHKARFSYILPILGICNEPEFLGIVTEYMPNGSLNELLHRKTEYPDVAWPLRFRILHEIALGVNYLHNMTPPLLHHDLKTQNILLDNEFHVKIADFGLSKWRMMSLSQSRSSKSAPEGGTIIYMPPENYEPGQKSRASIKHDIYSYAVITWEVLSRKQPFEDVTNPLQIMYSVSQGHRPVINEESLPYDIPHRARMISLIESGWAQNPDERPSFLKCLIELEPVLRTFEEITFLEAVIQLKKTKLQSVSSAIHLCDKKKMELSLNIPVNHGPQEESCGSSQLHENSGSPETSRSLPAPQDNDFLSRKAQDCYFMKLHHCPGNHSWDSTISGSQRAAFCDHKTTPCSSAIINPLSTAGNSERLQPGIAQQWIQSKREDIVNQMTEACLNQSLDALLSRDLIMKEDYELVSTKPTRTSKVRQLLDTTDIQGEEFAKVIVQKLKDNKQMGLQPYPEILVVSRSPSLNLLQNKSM
# Exocytosis inh – blocks lytic granule exocytosis; inhibition, % at 10 µM; actives 0.66% (n = 360,000); TALL-104 LAMP-1 surface exposure, flow cytometry; cells stimulated with thapsigargin and PMA;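 active = inhibition above about 55%, limit read from the data; inconclusive = no clear call, values can overlap the other calls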
# An asterisk follows results filed as active; ? = inconclusive; · = not tested or not shown. These rows are one share of the data; count on the stated rates, not on these rows.
SMILES,ABCB6 inh MLPCN,N-glyco inh,MC4R antagonist,ABHD5 PLIN5 PPI,Vif imaging,MC4R ag barr,TLR9-MyD88 inh,aDG glyco act,NOD2 RIPK2 PPI,Exocytosis inh
CC(NC(=O)COC(=O)CCc1ccc(S(=O)(=O)N2CCOCC2)cc1)C1CC2CCC1C2 (stereo unspecified),102,2,-4,15,15,4.4,0,2.1,4,-1
O=C(CSc1nnc(C2CC2)n1-c1ccccc1)NCc1ccco1,102,-1,4,7,-3,-1.8,-3,0.1,-9,-2
CC(C)Cc1cc(C(=O)Nc2cc(Br)ccc2O)no1,100,-1,1,4,-18,4.7,6,0.0,-11,-2
COc1cc(=O)[nH]c(SC(C)C(=O)Nc2cc(C)on2)n1 (stereo unspecified),95,1,10,-3,-9,-1.5,-4,0.0,-5,-20
Fc1ccc(-c2n[nH]c(=S)c3ccccc23)cc1,103,-4,7,2,52*,-2.3,5,-0.1,3,-1
CC(C)=C1SC(N2CCOCC2)=NC1=O,142,1,-1,-2,6,-1.2,-11,-0.2,5,2
CC(=O)c1c(C)[nH]c(C(=O)OC2CCCCC2=O)c1C (stereo unspecified),116,7,10,-3,·,1.6,0,-0.1,-3,0
CCOc1ccc(CCNC(=O)C(CC)n2nc(C)n3c(cc4sccc43)c2=O)cc1OCC (stereo unspecified),97,-1,6,4,3,-1.9,-3,0.0,-3,-1
COc1ccc(-c2ccc(CCC(=O)O)n2NC(N)=O)cc1,100,2,6,-7,·,-1.7,2,-0.1,-2,0
C=CCn1c(SCC(=O)NC2CCCCC2)nnc1C1CCCCC1,103,-2,11,2,-7,-0.6,3,0.2,-8,0
CNC(=O)COc1ncnc2sccc12,100,0,1,14,3,-0.4,4,0.1,-1,0
CCNc1sc(C(=O)c2cccs2)c(N)c1-c1nc2ccccc2s1,159,-4,8,-6,-14,-1.7,0,5.7,-3,25
COc1ccc(-c2nn(-c3ccccc3)cc2C#N)cc1,99,1,1,0,0,3.7,2,0.4,-2,-4
COc1ccc(OC)c(-c2cc(C(=O)N3CCCc4ccccc43)no2)c1,99,-1,-6,-5,-3,3.4,-2,-0.1,-8,-3
C[C@H](NC(=O)c1nc[nH]c1C(=O)NCc1ccc(CNC(=O)OC(C)(C)C)cc1)C(=O)OCc1ccccc1,94,3,-14,3,-4,4.4,4,0.3,-11,5
CS(=O)(=O)N1CCC(C(=O)N2CCN(C(c3ccccc3)c3ccccc3)CC2)CC1,96,8,10,-3,4,0.0,0,-0.2,11,-2
N#Cc1cc(C(=O)c2cc(Cl)ccc2O)cn(-c2ccccc2)c1=O,102,2,1,8,4,-1.5,4,0.3,6,-6
Cn1nc(-c2ccc(Cl)cc2)c2cc(C(=O)NCC3CCCO3)sc21 (stereo unspecified),93,4,18,1,-8,0.8,8,0.3,-10,6
NC(=O)CN1CCN(C2CC(=O)N(CCc3ccccc3)C2=O)CC1 (stereo unspecified),93,3,3,2,-9,1.2,5,-0.2,-9,6
FC(F)(F)c1cc(Cl)c2nc(-c3ccccc3)cn2c1,100,-7,17,-5,-7,3.2,-6,0.0,-2,-6
CCCN1CCC(=O)N([C@H](CSc2ccccc2)c2ccccc2)CC1,101,-4,2,0,-1,0.0,-9,-0.1,7,2
O=C(COC(=O)C1=COCCO1)Nc1ccc(Br)cc1Br,95,-3,-4,-1,6,-1.2,-6,-0.1,-14,-1
O=C(Nc1cccc(C(F)(F)F)c1)C1C2CC3OC(=O)C1C3C2 (stereo unspecified),102,-9,9,3,7,1.0,-4,-0.2,-7,-1
COc1cc(NC(=S)N2CCCC(CO)C2)c(OC)cc1Cl (stereo unspecified),99,0,13,0,10,-2.2,3,0.3,-3,-1
CCC(=O)Oc1ccc2c(=O)c(-c3ccc4ccccc4n3)c(CC)oc2c1C,95,-2,1,1,0,-1.7,1,0.7,1,-9

# Another view of some results above.
# Under each structure – ABCB6 inh MLPCN, N-glyco inh, MC4R antagonist, ABHD5 PLIN5 PPI, Vif imaging, MC4R ag barr, TLR9-MyD88 inh, aDG glyco act, NOD2 RIPK2 PPI, Exocytosis inh
> O=C(Nc1cccc(C(F)(F)F)c1)C1C2CC3OC(=O)C1C3C2 (stereo unspecified)
→ 102, -9, 9, 3, 7, 1.0, -4, -0.2, -7, -1
> COc1cc(=O)[nH]c(SC(C)C(=O)Nc2cc(C)on2)n1 (stereo unspecified)
→ 95, 1, 10, -3, -9, -1.5, -4, 0.0, -5, -20

# Continuation.
SMILES,ABCB6 inh MLPCN,N-glyco inh,MC4R antagonist,ABHD5 PLIN5 PPI,Vif imaging,MC4R ag barr,TLR9-MyD88 inh,aDG glyco act,NOD2 RIPK2 PPI,Exocytosis inh
N#Cc1ccc(N2C(=O)[C@@H]3C(C(=O)c4cnccn4)=NN[C@@H]3C2=O)cc1,94,2,0,6,6,-0.3,·,-0.1,-7,5
COC(=O)CCNCCSc1nnc(-c2ccco2)n1Cc1ccccc1,98,1,5,0,1,-0.1,2,0.1,3,-6
Cc1nnc(C)n1/N=C/c1c(O)ccc2ccccc12,96,4,-4,3,-1,-0.3,2,0.1,8,2
Clc1ccc(C(c2nnnn2C2CCCC2)N2CCN(c3nc4ccccc4s3)CC2)cc1 (stereo unspecified),94,1,0,3,27,-2.2,-5,-0.1,4,6
CC1(C)CC(=O)c2cnc(N3CCc4ccccc43)nc2C1,95,-7,1,6,-5,0.7,0,0.0,-2,1
COc1ccc(S(=O)(=O)Nc2ccc3c(c2)n(C)c(=O)n3C)cc1OC,95,?,-9,7,9,0.7,-5,-0.1,-8,-10
CC(C)N(Cc1nc(-c2ccccc2)no1)C(=O)Cc1ccccc1,101,-1,-2,1,·,-0.2,6,0.0,0,-2
Cc1cc(Cl)c(OCCCCN2CCOCC2)c(Br)c1,90,1,-2,2,-1,-0.5,-7,0.2,0,2
O=c1c2ccccc2nc(COc2ccccc2)n1/N=C/c1ccco1,101,-3,2,-3,4,-1.6,1,0.2,-8,2
CN1CCN(c2cc(N3CCc4ccccc4C3)c(F)cc2[N+](=O)[O-])CC1,99,-2,7,22,-2,14*,4,1.4,8,24
CC1(C(=O)NS(=O)(=O)c2cccc(C#N)c2)CCN1C(=O)c1ccc(C2CCCCC2)cc1 (stereo unspecified),94,2,4,3,-1,-2.1,·,-0.4,5,1
CCNC(=S)N1CCn2c(nc3ccccc32)C1,97,2,14,-2,·,-2.6,2,0.0,0,-6
COC1C(CO)OC(n2cnc3c(=S)nc(N)[nH]c32)C1O (stereo unspecified),96,0,12,-10,0,-1.9,-7,0.2,-2,15
CCCC1CCc2c(c3ccccc3[nH]c2=O)O1 (stereo unspecified),120,0,-9,-7,0,-2.2,0,0.4,2,0
Cc1cccc(NC(=S)N(Cc2cccc(Br)c2)CC2CCC(C(=O)O)CC2)c1 (stereo unspecified),103,2,13,-1,8,0.6,-2,-0.4,12,-1
CCc1nnc(NC(=O)Cc2ccc(OC)c(S(=O)(=O)N3CCOCC3)c2)s1,101,2,9,-3,-4,3.4,-8,-0.4,6,-4
O=C(c1cn[nH]c1)N1CCc2c([nH]c3ccccc23)C1c1c(F)cccc1Cl (stereo unspecified),100,-2,25,-6,-4,0.7,-7,-0.6,5,12
O=C(NNC(=O)c1cc(Cl)ccc1O)c1cccs1,95,-2,3,10,10,-1.3,5,0.0,-2,-5
C[C@H](O)Cc1cn(-c2cc3cc(C#Cc4ccsc4)ccc3oc2=O)nn1,93,-3,9,-7,·,-1.3,3,-0.1,6,16
Cc1ccccc1C(=O)c1cccn1CC(=O)NCCCN1CC(C)CC(C)C1 (stereo unspecified),97,1,11,-2,5,0.9,-9,0.3,-7,34
COc1ccc(NC(=O)C(CC(=O)O)Cc2ccccc2)cc1 (stereo unspecified),90,4,-3,-6,10,0.3,0,-0.1,-5,-2
COc1ccc(CCN2C(=O)C(Oc3ccccc3C)C2c2ccc3c(c2)OCO3)cc1 (stereo unspecified),99,-7,6,0,-7,-1.9,-5,-0.1,-2,10
O=C(CSc1ccccn1)N1CCCC(Nc2ccccc2)C1 (stereo unspecified),96,-1,4,2,0,-2.8,14,0.0,-3,0
CCN(CC(=O)Nc1ccccc1C(F)(F)F)C(=O)c1ccc2[nH]c3c(c2c1)CC(C)CC3 (stereo unspecified),94,-1,8,6,-18,-1.0,-5,-0.4,-11,-2
COCCn1cnnc1SCC(=O)Nc1sc2c(c1C#N)CCC2,103,2,-1,-3,1,-1.4,-6,-0.2,-2,6
COc1cc(/C=C/C(=O)OCC(=O)NCC2CCCCC2)ccc1O,98,-1,4,1,13,0.6,5,-0.2,-2,-2
Cc1cc([N+](=O)[O-])nn1CC(=O)N/N=C/c1ccccc1O,95,1,-10,-2,0,-1.5,-2,0.2,-11,-5
COc1ccc(CC(=O)O/N=C(\N)Cc2cccc3ccccc23)cc1OC,100,2,14,-3,-17,-1.6,3,-0.2,0,4
O=C(COc1ccc(Cl)cc1Cl)OCC(=O)c1ccc[nH]1,97,1,0,-1,9,-3.6,-1,0.2,-5,0
COc1cccc(CNCCN2CCOCC2)c1OC,87,0,3,-3,17,-1.9,-2,0.0,-9,-1
O=C(NC1CCCCC1)C1CCCN1S(=O)(=O)c1ccc(Cl)cc1 (stereo unspecified),95,1,-3,4,-6,1.3,-3,-0.1,7,7
Cc1cc(NCCCN2CCOCC2)n2ncc(-c3ccc(Cl)cc3)c2n1,100,-9,1,3,-1,-1.8,2,2.6,-4,14
CC(C)(C)c1ccc(NC(=O)C2CCCN(c3cnccn3)C2)cc1 (stereo unspecified),100,-2,-3,1,9,-2.0,2,0.1,3,-2
O=C(CN1C(=O)S/C(=C/c2ccncc2)C1=O)Nc1ccccc1,93,3,1,11,-8,-2.0,-1,-0.1,7,0
O=C(NCc1ccccc1Cl)C1CCC(CNc2nc(=S)[nH]c3ccccc23)CC1 (stereo unspecified),96,-5,-3,-7,-1,1.4,-7,-0.2,2,-2
Cc1cccc(OCC(=O)Nc2ccc(C(=O)Nc3ccccc3C(=O)O)cc2)c1C,102,2,0,-2,8,0.3,2,1.4,5,4
O=C(CSC(=S)N1CCOCC1)Nc1ccc(S(=O)(=O)Nc2ncccn2)cc1,101,2,4,0,-9,-1.2,-9,0.2,-11,1
C/C(=N/NC(=O)CN(c1ccccc1)S(=O)(=O)c1ccccc1)c1ccccc1O,102,-9,30*,1,-3,0.3,-4,0.1,4,10
CCOC(=O)c1c(-c2ccccc2)csc1NC(=S)NC,103,2,2,-1,2,4.2,-8,-0.6,-1,-5
Cc1c(C(Nc2ccccn2)c2ccc(Cl)cc2)c(=O)n(-c2ccccc2)n1C (stereo unspecified),97,-2,-1,-5,-8,-2.3,8,0.0,-6,4
